High-throughput results (PubChem BioAssay)
Vif-A3F inh = Vif-A3F binding inhibition; HeLa A3F-eYFP + Vif (tagged APOBEC3F with the HIV-1 protein that degrades it), YFP fluorescence increase; 390,000 tested, 0.2% active; Potency, µM (top dose mostly 46.1 µM), for the others: top-dose activity, negative = active; note: % of control where 0% means no effect; nearly all actives have a fitted effect of over 65% in size
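HeLa cells stably expressing A3F-eYFP plus Vif, plated and incubated overnight at 37 deg C, then exposed to compounds overnight at 37 deg C. Blocked degradation read as raised yellow fluorescence (Ex 488/Em 500-530).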
TrxR1 inh = inhibitors of rat thioredoxin reductase 1 | 390,000 tested, 1% active | O89049 | recombinant rTrxR1, NADPH fluorescence consumption, selenite substrate | Potency, µM (highest dose often 114 µM), for the others: at the highest dose activity change, negative = inhibition, actives largely listed as inhibitors | AID 588453; note: % is set by controls: 0 for no effect and ±100 for the full control effect; nearly all actives have a fitted effect of over 65% in size
Target sequence (O89049 whole entry, looked up): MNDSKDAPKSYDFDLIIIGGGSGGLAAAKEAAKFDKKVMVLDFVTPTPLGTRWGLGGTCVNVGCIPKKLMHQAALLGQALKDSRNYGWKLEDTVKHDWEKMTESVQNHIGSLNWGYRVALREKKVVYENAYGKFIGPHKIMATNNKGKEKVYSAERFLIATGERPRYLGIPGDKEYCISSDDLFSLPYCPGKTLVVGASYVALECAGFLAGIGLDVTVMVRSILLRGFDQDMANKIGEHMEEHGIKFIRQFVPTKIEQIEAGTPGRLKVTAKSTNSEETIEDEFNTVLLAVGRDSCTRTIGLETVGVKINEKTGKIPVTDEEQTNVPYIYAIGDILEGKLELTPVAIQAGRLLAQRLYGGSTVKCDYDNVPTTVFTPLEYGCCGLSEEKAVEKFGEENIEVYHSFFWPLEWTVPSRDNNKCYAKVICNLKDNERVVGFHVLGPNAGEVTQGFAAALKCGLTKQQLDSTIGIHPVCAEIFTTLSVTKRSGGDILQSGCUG
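Rat TrxR1 (90 nM in the dispensed reagent) was pre-reduced with 400 uM NADPH for 5 min at room temperature, then incubated with compound for 15 min. After 400 uM selenite was added, NADPH fluorescence (Ex 340/Em 450 nm) was followed for 8 min.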
ALOX12 inh = ALOX12 (human) lipoxygenase inhibition; P18054; AID 1671190; purified 12hLO, xylenol orange hydroperoxide absorbance; 580,000 tested, 1.1% active; Potency, µM (series often up to 108 µM), for the others: at the top dose activity change, negative = inhibition, hits mostly inhibitors; note: % is set by controls: 0 for no effect and ±100 for the full control effect
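Purified human 12hLO (150 nM final) in 25 mM Hepes, 0.01% Triton X-100, pH 7.0 was preincubated 15 min at room temperature with compound. Then 40 uM arachidonic acid was added, 30 min. Hydroperoxide was read by Fe-XO absorbance ratio 573/405 nm.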
USP1 inh = USP1/UAF1 (human) deubiquitinase inhibition | Potency, µM (titrated, usually from 57.1 µM), without a hit: at the highest dose activity change, negative = inhibition, actives largely listed as inhibitors | 390,000 tested, 0.23% active | O94782 | recombinant USP1/UAF1, Ub-Rhodamine cleavage fluorescence | AID 743255; note: % is set by controls: 0 for no effect and ±100 for the full control effect; nearly all actives have a fitted effect of over 60% in size; inactives centre near -12
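Step one: compound is pinned into 1nM USP1/UAF1 in HEPES pH 7.8 buffer with TCEP. Step two: 15 min room-temperature incubation. Step three: Ub-Rho (150nM final) starts cleavage, tracked by fluorescence over six one-minute reads.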
RXFP1 ag = RXFP1 (human) receptor agonism | Q9HBX9 | HEK293T-RXFP1 cAMP TR-FRET, 30 min; response scale: percent of porcine relaxin response, buffer zero | Potency, µM (titrated, usually from 57.5 µM), without a hit: at the highest dose activation, most hits filed as activators | 370,000 tested, 0.3% active; note: % is set by controls: 0 for no effect and ±100 for the full control effect; nearly all actives have a fitted effect of over 60% in size; many of its hits are not listed in these tables
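Agonist response is measured as cAMP accumulation in an RXFP1-transfected HEK293T line under PDE4 inhibition. Values are scaled between buffer-only and 29 nM porcine relaxin, and EC50s come from standard Hill equation fits.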
mIDH1 inhibitor = inhibitors of human mutant IDH1 R132H; O75874; IDH1-R132H enzyme, NADPH consumption, diaphorase/resazurin fluorescence; Potency, µM (doses to about 76.6 µM), without a hit: at the top dose activity change, negative = inhibition, hits mostly inhibitors; 390,000 tested, 0.093% active; note: % is set by controls: 0 for no effect and ±100 for the full control effect; nearly all actives have a fitted effect of over 65% in size
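IDH1-R132H (0.5 ug/mL dispensed) in pH 7.5 Tris buffer was preincubated 30 min with compound, then given a substrate mix of 0.016 mM NADPH and 2 mM alpha-KG for 80 min at room temperature; remaining NADPH was read by diaphorase/resazurin fluorescence.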
Vif-APOBEC3G blk = blocks the Vif interaction with human APOBEC3G | Q9HC16 | HeLa A3G-eYFP + Vif (tagged APOBEC3G with the HIV-1 protein that degrades it), YFP fluorescence, overnight | Potency, µM (doses to about 46.1 µM), without a hit: top-dose activity, negative = active, hits mostly inhibitors | 410,000 tested, 0.076% active;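 note: % is set by controls: 0 for no effect and ±100 for the full control effect; nearly all actives have a fitted effect of over 60% in size; hits raise eYFP signal because A3G escapes Vif-driven loss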
Target sequence (Q9HC16 whole entry, looked up): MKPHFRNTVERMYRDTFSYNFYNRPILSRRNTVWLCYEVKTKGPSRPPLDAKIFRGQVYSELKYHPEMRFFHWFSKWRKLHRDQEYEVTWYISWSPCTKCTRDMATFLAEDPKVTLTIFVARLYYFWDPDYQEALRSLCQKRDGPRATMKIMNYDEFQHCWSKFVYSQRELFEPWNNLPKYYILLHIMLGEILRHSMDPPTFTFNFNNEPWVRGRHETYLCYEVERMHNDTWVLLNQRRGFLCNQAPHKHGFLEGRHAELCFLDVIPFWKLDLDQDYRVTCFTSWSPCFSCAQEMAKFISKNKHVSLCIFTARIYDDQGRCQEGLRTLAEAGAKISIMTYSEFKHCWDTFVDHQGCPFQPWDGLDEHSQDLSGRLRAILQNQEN
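HeLa cells stably expressing Vif and C-terminally eYFP-tagged A3G, seeded overnight at 37 deg C, then exposed to compound by pintool overnight at 37 deg C. Rise in yellow fluorescence (Ex 488/Em 500-530, Acumen) marks blocked Vif-driven A3G degradation.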
TrxR1 substrate = is turned over as a substrate by rat TrxR1 | O89049 | purified TrxR1 substrate turnover, NADPH consumption readout | Potency, µM (highest dose often 114 µM), inactives show at the top dose activity change, negative = substrate turnover | 390,000 tested, 0.01% active | AID 588456; note: % is set by controls: 0 for no effect and ±100 for the full control effect; nearly all actives have a fitted effect of over 50% in size
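Rat TrxR1, dispensed at 90 nM, was prereduced with 400 uM NADPH (final) for 5 min at ~22 deg C, then incubated with compound 15 min before 400 uM selenite. A first-read NADPH fluorescence drop versus no-compound background flagged substrates.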
RGS4 inh = human RGS4 inhibition. P49798. Transcreener GDP fluorescence polarization, RGS4-accelerated GTP hydrolysis. Potency, µM (doses to about 114 µM), for inactives: at the highest dose activity change, negative = inhibition, most hits filed as inhibitors. 390,000 tested, 0.039% active; note: % is set by controls: 0 for no effect and ±100 for the full control effect; nearly all actives have a fitted effect of over 75% in size; some results filed as inactive show a strong effect at the top dose
Target sequence (P49798 whole entry, looked up): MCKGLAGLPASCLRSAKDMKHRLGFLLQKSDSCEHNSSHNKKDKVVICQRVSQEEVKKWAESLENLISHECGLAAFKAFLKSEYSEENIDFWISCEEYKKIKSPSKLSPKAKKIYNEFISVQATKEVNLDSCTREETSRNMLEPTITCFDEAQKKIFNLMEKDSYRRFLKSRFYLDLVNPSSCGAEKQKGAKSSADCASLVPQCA
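MLSMR compounds (23 nl, pin-transferred) preincubated 10 min at room temperature with a 500nM (2x) first reagent, then RGS4 at 900nM (2x) plus Transcreener GDP mix added; fluorescence polarization (620/688 nm) read before and after 90 min at 30 °C.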
Starred values were filed as active, the others as inactive; ? = inconclusive; / = no result given; & = joins results of further samples; [ ] = remark or other dose. Calls come from the whole dose curve; as a rule, active = well fitted curve in the direction sought with a large enough effect; inconclusive = small, poorly fitted or top-dose-only effect, or another doubt; inactive = no such curve, though single readings can be large; an effect the other way counts as inactive or inconclusive. Potency is the fitted concentration of half-maximal effect. Only part of the results is shown, so the mix of outcomes need not match the whole.

No. | smiles | TrxR1 inh | RXFP1 ag | Vif-APOBEC3G blk | mIDH1 inhibitor | RGS4 inh | Vif-A3F inh | TrxR1 substrate | USP1 inh | ALOX12 inh
1 | COCCn1c(SCc2nc3sc(C(=O)OC)c(C)c3c(=O)[nH]2)nc2ccccc21 | 18.9%[57.1 µM] | -3.5% | 2.8% | -2.3% | 4.6% | ? | 11.4%[57.1 µM] | -18.3% | -18.2%
2 | CC(=O)Nc1ccc(C)cc1-c1nc2ccccc2n(CC(=O)Nc2cc(Cl)ccc2C)c1=O | 9.2% | -5.4% | 2.8% | -6.6% | 8.8% | 0.3% | -5.0% | -18.1% | ?
3 | CCOc1ccc(NS(=O)(=O)c2ccc3ncsc3c2)cc1 | 10.6%[57.1 µM] | 1.0% | 0.3% | 12.1% | -1.9% | 17.0% | 6.7%[57.1 µM] | -17.3% | -12.0%
4 | CCC(COC(=O)Nc1cccc(C)c1)NC(=O)OCC(C)C (stereo not given) | 0.5% | -2.0% | 0.6% | 1.7% | -11.3% | 7.8% | -5.1% | -19.8% | 422.4%[activator]
5 | Cn1cc(CCNC(=O)CCc2nnc(CCCCc3ccccc3)o2)cn1 | 18.6%[57.1 µM] | 0.2% | -6.6% | 6.1% | -23.6% | -8.5% | -23.0%[57.1 µM] | -8.4% | 2.5%
6 | COc1ccccc1C(=O)N1CCN(Cc2cc(=O)oc3cc(C)ccc23)CC1 | -12.3% | 0.6% | 3.7% | 14.6% | -6.8% | -4.5% | 4.1% | -9.5% | -3.8%
7 | CCCCOc1ccc(C(=O)N2CCCC2)cc1 | 1.7%[11.4 µM] | -0.6% | 1.4% | 13.8% | 14.5% | -11.9% | 4.8%[11.4 µM] | -14.6% | 24.1%
8 | O=C(Cn1ncc2c3ccccc3n(Cc3ccccc3)c2c1=O)NCCc1ccc(Cl)cc1 | -6.6% | 4.9% | -0.9% | 8.3% | -7.1% | -24.7% | 27.1% | -16.6% | ?
9 | Cc1nc2ccc([N+](=O)[O-])cc2c(=O)n1Cc1ccc(Cl)cc1 | 19.3% | 2.9% | -0.4% | 5.6% | 13.4% | -11.1% | 0.7% | -18.2% | 0.0%
10 | Cc1cc(Cl)ccc1NS(=O)(=O)c1ccc2c(c1)CCN2S(C)(=O)=O | 6.0%[57.1 µM] | 0.5% | 0.5% | -0.5% | -11.8% | 5.2% | -5.9%[57.1 µM] | 0.0% | -7.7%
11 | CCc1ccccc1NC(=O)COc1ccc2c(c1)OCO2 | 27.5%[57.1 µM] | 3.0% | -0.4% | 9.4% | -43.1% | 15.4% | 8.9% | -11.2% | -4.4%
12 | CCOC(=O)c1ccc(S(=O)(=O)N2CCC(C(=O)NCC3COc4ccccc4O3)CC2)cc1 (stereo not given) | / | / | -0.8% | -4.5% | / | -12.1% | / | 5.0% | -20.8%
13 | CC1(C)C(=O)OC(C(=O)c2ccccc2)C(C)(C)C1=O (stereo not given) | -10.8% | 1.4% | 0.5% | -2.6% | 14.0% | 0.7% | -5.6% | -18.0% | 0.0%
14 | CN(CCc1ccccc1)C(=O)c1ccc(NC(=O)Cc2ccc(NC(=O)C3CCCN(C(=O)C4CC4)C3)cc2)cc1 (stereo not given) | -5.4% | / | -1.1% | -10.8% | 5.5% | 9.6% | -5.9% | -19.9% | -3.0%
15 | COc1ccccc1NC(=O)CSc1nnc(COc2ccccc2OC)n1C | 5.9% | -0.5% | -1.0% | -11.9% | 18.6% | 3.8% | 1.8% | -18.5% | -0.1%
16 | CCOC(=O)C1CCCN(C(=O)c2ccc(NC(=O)c3nsc4ccccc34)cc2)C1 (stereo not given) | 9.2%[57.1 µM] | 0.7% | -0.9% | -3.3% | 21.4% | -5.2% | -0.8%[57.1 µM] | -16.6% | -1.5%
17 | N/C(=N\OC(=O)CC1CCCCC1)c1cccc([N+](=O)[O-])c1 | 10.3%[57.1 µM] | 0.9% | -1.3% | 11.5% | 18.0% | -7.7% | 3.3%[57.1 µM] | -5.8% | 0.1%
18 | Cc1ccc(N2C(=O)C(CC(=O)Nc3cccc(F)c3)N(C3CC3)C2=O)cc1 (stereo not given) | 7.7%[57.1 µM] | 4.7% | 0.0% | -3.3% | 16.6% | -9.6% | 10.3%[57.1 µM] | -13.8% | -14.6%
19 | O=C(N/N=C\c1ccccn1)c1cccc(C(=O)N/N=C\c2ccccn2)n1 | 14.7% | / | 1.0% | -6.4% | -0.3% | -0.2% | 1.5% | -13.1% | 180.8%[activator]
20 | FC(F)(F)COc1nc(N2CCCCC2)nc(N2CCNCC2)n1 | ? | -0.8% | 1.2% | -0.5% | -1.4%[11.4 µM] | -0.6% | 9.7%[57.1 µM] | -19.9% | 0.0%
21 | CC1CCN(S(=O)(=O)c2cc(C(=O)NCc3ccc(F)cc3)n(C)c2)CC1 | 10.2%[57.1 µM] | 1.2% | 1.9% | 27.2% | -4.5% | 0.9% | -2.0%[57.1 µM] | -6.7% | ?
22 | CCOc1ccc(CN2CCc3nc(Nc4ccc5c(c4)OCCO5)ncc3C2)cc1 | 14.6%[57.1 µM] | -0.3% | 1.0% | -10.1% | 23.1% | -1.9% | 5.0%[57.1 µM] | -21.9% | -20.1%
23 | CC(C)CCNC(=O)C(C)N(C(=O)Cn1nnc(-c2ccc(F)cc2)n1)C1CCCC1 (stereo not given) | -5.8%[57.1 µM] | 1.3% | -1.5% | -4.3% | -5.0% | -2.3% | 2.2%[57.1 µM] | -18.1% | 0.7%
24 | CC(=O)N1c2ccc(S(=O)(=O)N3CCCC(C(=O)Nc4cc(C)cc(C)c4)C3)cc2CC1C (stereo not given) | 17.9% | -1.0% | 3.5% | -1.7% | 16.1% | 2.9% | -3.3% | -16.9% | -20.1%
25 | COc1cc(OC)cc(C(=O)N2CCN(C3CCN(Cc4ccccc4)CC3)CC2)c1 | 6.1%[57.1 µM] | -1.4% | -1.7% | 2.2% | -6.4% | 1.2% | 7.2%[57.1 µM] | -10.8% | ?
26 | CC(C)(C)OC(=O)N/N=C/c1ccc(N2CCOCC2)s1 | -0.7%[57.1 µM] | -0.7% | -4.0% | 0.0% | -8.8% | -11.4% | 5.3%[57.1 µM] | -9.8% | -18.5%
27 | Cc1ccc2cc(CN(CCCN3CCOCC3)C(c3nnnn3Cc3ccco3)C(C)C)c(=O)[nH]c2c1C (stereo not given) | 10µM* | / | 1.2% | -5.0% | -33.9% | -8.6% | -3.5% | -5.5% | -16.5%
28 | Cc1c([N+](=O)[O-])cc(C(=O)Nc2ccc(Cc3ccncc3)cc2)cc1[N+](=O)[O-] | 28.3% | 0.1% | 4.5% | -4.3% | -13.7%[11.4 µM] | 0.8% | -0.6% | -8.9% | -1.5%
29 | CC(C)COCC(CN(Cc1ccccc1)c1ccccc1)N1CCCC1 (stereo not given) | -5.8%[57.1 µM] | -2.8% | 0.4% | -6.5% | ? | -5.5% | 3.4%[57.1 µM] | 9.6% | ?
30 | COCCN1Cc2cccc(C(=O)Nc3cccc(C)c3C)c2C1=O | 7.8% | 1.0% | -1.3% | 8.8% | -10.5% | 4.8% | 1.3% | -17.1% | -0.1%&10.4%
31 | COc1ccc2c(c1)[nH]c1c(=O)n(CCc3cnc[nH]3)cnc12 | -0.4% | -0.2% | -4.0% | 2.3% | 3.4% | 3.5% | 9.5% | -18.6% | 0.0%
32 | O=[N+]([O-])c1nn(-c2ccc(Cl)cc2)n(O)c1=NCc1cccnc1 | -4.1% | 0.3% | 0.8% | 12.4% | -19.2% | -1.4% | -7.3% | -17.6% | ?
33 | Cc1cc(NC(=O)CCC(=O)N(Cc2ccco2)C(C(=O)NC2CCCCC2)c2ccccc2)no1 (stereo not given) | 0.6% | 0.1% | -1.5% | -8.7% | -11.7% | 0.7% | -1.0% | -16.5% | 0.0%
34 | O=C(CN1CCCCCC1)Nc1ccc(F)c(F)c1F | -10.5% | 0.6% | -1.0% | -0.6% | 8.5% | -7.5% | -7.5% | -13.5% | 0.0%
35 | COc1ccc(OC)c(N(CC(=O)N2CCCC2)S(=O)(=O)c2ccc(C)cc2)c1 | 9.5% | 0.1% | -2.7% | 2.2% | -10.4% | -8.3% | 1.4% | -13.9% | 14.2%
36 | O=c1[nH]c2ccccc2n1CCCSc1cnc2ccccc2n1 | -0.3% | 2.5% | 4.1% | 7.5% | -25.0% | 4.3% | -3.4% | -27.4% | 3.9%
37 | CCOc1ccc(NC(=O)C2CCCN(c3nnc(C)c4c(C)n(-c5ccccc5)nc34)C2)cc1 (stereo not given) | 16.4% | -1.8% | 0.1% | 17.3% | 26.1% | -1.3% | -1.7% | 2.9% | -11.3%
38 | O=C(CN1c2cccc3cccc(c23)S1(=O)=O)NC1CCCCC1 | 7.3% | / | 3.3% | 0.4% | -2.8% | -2.2% | 13.2% | -6.6% | -5.0%

Looked up one by one from the list above, 2 records:
No. | smiles | TrxR1 inh | RXFP1 ag | Vif-APOBEC3G blk | mIDH1 inhibitor | RGS4 inh | Vif-A3F inh | TrxR1 substrate | USP1 inh | ALOX12 inh
26 | CC(C)(C)OC(=O)N/N=C/c1ccc(N2CCOCC2)s1 | -0.7%[57.1 µM] | -0.7% | -4.0% | 0.0% | -8.8% | -11.4% | 5.3%[57.1 µM] | -9.8% | -18.5%
27 | Cc1ccc2cc(CN(CCCN3CCOCC3)C(c3nnnn3Cc3ccco3)C(C)C)c(=O)[nH]c2c1C (stereo not given) | 10µM* | / | 1.2% | -5.0% | -33.9% | -8.6% | -3.5% | -5.5% | -16.5%
